AmpC inh det – Promiscuous and Specific Inhibitors of AmpC Beta-Lactamase (assay with detergent); actives 0.09% (n = 71,000); P00811; Potency, µM (doses to about 28.7 µM), for inactives: top-dose activity change, negative = inhibition; purified AmpC, nitrocefin hydrolysis with detergent; active means well fitted curve in the direction sought with a large enough effect
Target sequence (P00811 whole entry, looked up): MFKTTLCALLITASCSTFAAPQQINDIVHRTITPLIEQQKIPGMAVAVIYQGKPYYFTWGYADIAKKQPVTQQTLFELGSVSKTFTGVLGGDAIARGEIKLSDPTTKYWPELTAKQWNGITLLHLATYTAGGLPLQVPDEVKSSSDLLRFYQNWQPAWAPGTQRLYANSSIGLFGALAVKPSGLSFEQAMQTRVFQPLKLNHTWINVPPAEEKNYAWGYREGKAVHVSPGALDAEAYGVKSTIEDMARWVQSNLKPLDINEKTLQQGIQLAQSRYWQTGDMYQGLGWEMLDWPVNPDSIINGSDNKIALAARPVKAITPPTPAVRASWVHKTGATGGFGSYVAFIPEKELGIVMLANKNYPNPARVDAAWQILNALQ
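E. coli AmpC (5.3 nM) in 20 mM phosphate pH 7.0 with 0.01% Triton X-100, preincubated 15 min RT with compound; nitrocefin (2 uL of 800 uM stock) hydrolysis followed by 480 nm absorbance every 20 s over 4 min.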
An asterisk follows results filed as active; & = joins results of further samples; [ ] = dose if it differs, or a comment. On the % scale 0 is the no-effect control and ±100 the full control effect; potency means the concentration at half of the fitted maximal effect. A portion of the library; count on the stated rates, not on these rows.

The opening two records (preview)
COc1ccc(S(=O)(=O)N2CCCC(C(=O)Nc3ccc(NC(=O)c4ccccn4)cc3)C2)cc1 (configuration not stated) was read as AmpC inh det 13%.
Screening Cc1nn(-c2ccccc2)c2sc(C(=O)c3c(N)n(C)c(=O)n(C)c3=O)cc12 returned AmpC inh det -9%.

All compounds of this part, repeating the preview:
COc1ccc(S(=O)(=O)N2CCCC(C(=O)Nc3ccc(NC(=O)c4ccccn4)cc3)C2)cc1 (configuration not stated) was read as AmpC inh det 13%.
Screening Cc1nn(-c2ccccc2)c2sc(C(=O)c3c(N)n(C)c(=O)n(C)c3=O)cc12 returned AmpC inh det -9%.
Screening O=C(Cn1cnc2scc(-c3ccccc3)c2c1=O)N1CCOCC1 returned AmpC inh det -5%.
Screening CCCc1nc2ccccc2c(=O)n1/N=C/c1ccc(O)cc1 returned AmpC inh det 0%.
`COc1ccccc1CC(=O)Nc1ccc(OC)c(OC)c1` gave AmpC inh det -2%.
`CCOc1ccc(NC(=O)CN(c2ccc(OC)cc2)S(C)(=O)=O)cc1` gave AmpC inh det -2%.
For CC(=O)N(Cc1cc(=O)[nH]c2ccccc12)c1ccccc1 the results were AmpC inh det -3%.
`COc1ccc(OC)c(NC2c3ccccc3C(=O)N2Cc2ccc3c(c2)OCO3)c1` (configuration not stated) gave AmpC inh det 15%.
CCOC(=O)CC(C(=O)OCC)P(=O)(c1ccccc1)c1ccccc1 (configuration not stated) was read as AmpC inh det 15%.
COc1ccc2cc(C(=O)OC(C)C)sc(=O)c2c1OC was read as AmpC inh det 6%.
`CS(=O)(=O)N1CCC[C@@]2(CCN(c3ccncc3)C2)C1` gave AmpC inh det -1%.
CC(C)[C@@H](CC(=O)N[C@@H]1CCNC[C@H]1C(=O)N[C@H](CC(=O)N[C@@H](CCC(=O)O)CC(=O)O)Cc1c[nH]c2ccccc12)NC(=O)C[C@H](Cc1c[nH]c2ccccc12)NC(=O)[C@@H]1CCCC[C@H]1N was read as AmpC inh det -5%.
NC(=O)c1ccccc1NC(=O)CN1CCOCC1 was read as AmpC inh det -8%.
CCC(O)CNc1nc(-n2nc(C)cc2C)nc2sc3c(c12)CCCC3 (configuration not stated) was read as AmpC inh det 13%.
For CCc1cc(Br)ccc1NC(=O)C1CCCO1 (configuration not stated) the results were AmpC inh det 16%.
Screening CCOc1ccc2[nH]c(=O)c(CN(C(=O)N3CCOCC3)C3CC3)cc2c1 returned AmpC inh det 13%.
For CCOc1ccc(S(=O)(=O)n2nnc3ccccc32)cc1C the results were AmpC inh det -3%.
Cc1cc(OCC(=O)O)c2cccc(C)c2n1 was read as AmpC inh det -5%.
`Cc1ccc(C(=O)CC(C(=O)O)n2ccc(C)n2)cc1` (configuration not stated) gave AmpC inh det -5%.
Screening O=C(CSc1ncnc2c1cnn2-c1ccccc1)Nc1ccc2c(c1)OCO2 returned AmpC inh det -8%.
c1cnc(N2CCCC3(CCNCC3)C2)nc1 was read as AmpC inh det -1%.
`N#CC1(O)CCCCC1` gave AmpC inh det 9%.
For O=C1CCCN1CCC1CCN(C(=O)Nc2ccccc2)CC1 the results were AmpC inh det -3%.
Screening CCCCN(C(=O)CNC(=O)c1ccco1)C(C(=O)NC1CCCCC1)c1ccc(OC)cc1OC (configuration not stated) returned AmpC inh det 15%.
Screening CN(C1CCCCC1)S(=O)(=O)c1ccc(-n2cnnn2)cc1 returned AmpC inh det 11%.
C=CCOc1nc(N(C)C)nc(N(C)C)n1 was read as AmpC inh det -1%.
For CCOC(=O)N1CCN(Cc2nc3c(c(=O)n(C)c(=O)n3C)n2Cc2cccc(C)c2)CC1 the results were AmpC inh det -7%.
`CCN(CC)CCNC(=O)c1c(O)c2cc(OC)c(OC)cc2[nH]c1=O` gave AmpC inh det -4%.
For CCOc1ccc(-n2nc(C(=O)NCCOC)c3ccccc3c2=O)cc1 the results were AmpC inh det 0%.
COc1ccc(-c2cc3n(n2)CCc2nc4ccccc4n2-3)cc1 was read as AmpC inh det 1%.
For O=C(CN1CCCC1)Nc1ccc(Oc2ccc(NC(=O)CN3CCCC3)cc2)cc1 the results were AmpC inh det -4%.
For O=C1CC[C@H](N2C(=O)c3ccccc3C2=O)C(=O)N1 the results were AmpC inh det -2%.
For COc1cc(CO)cc(Br)c1OCc1cccnc1 the results were AmpC inh det -1%.
Cc1cc(Cl)ccc1N=Cc1c(O)n(C)c(=O)n(C)c1=O was read as AmpC inh det -3%.
Cc1ccc(F)cc1NC(=O)c1cccc2nccnc12 was read as AmpC inh det -3%.
CCC(C)N(CCNC(=O)CC1Oc2ccccc2NC1=O)C1CCCCC1 (configuration not stated) was read as AmpC inh det 7%.
For CC(=O)N1CCN(c2nc3cc4c(cc3nc2NS(=O)(=O)c2ccccc2)OCCO4)CC1 the results were AmpC inh det 0%.
CCOC(=O)CSc1ccc2nnc(-c3ccncc3)n2n1 was read as AmpC inh det 11%.
`COc1cccc(C(=O)Cn2c(Br)nc3c2c(=O)n(C)c(=O)n3C)c1` gave AmpC inh det 14%.
Cc1cc(C)nc(NC(=O)c2cnc3sccn3c2=O)n1 was read as AmpC inh det 10%.

Quoted at random: 2 compounds from above, in no set order.
For O=C1CC[C@H](N2C(=O)c3ccccc3C2=O)C(=O)N1 the results were AmpC inh det -2%.
For CC(=O)N1CCN(c2nc3cc4c(cc3nc2NS(=O)(=O)c2ccccc2)OCCO4)CC1 the results were AmpC inh det 0%.

Next section
For O=Nc1c(-c2c(O)[nH]c3ccccc23)[nH]c2ccccc12 the results were AmpC inh det -5%&-4%.
COc1ccc(CN/C(C)=C(/C#N)C(N)=O)cc1OC was read as AmpC inh det 10%.
Cc1c(C(=O)NCc2ccccc2)oc2ccc(S(=O)(=O)N3CCC4(CC3)OCCO4)cc12 was read as AmpC inh det -3%.
For COc1cc(C(O)c2nc3ccccc3n2C)cc(OC)c1OC (configuration not stated) the results were AmpC inh det 5%.
Screening Cc1occc1C(=O)N1CCCc2ccccc21 returned AmpC inh det 9%.
For O=C1CC(c2ccc(Cl)c(Cl)c2)CC(O)=C1C=NCCN1CCNCC1 (configuration not stated) the results were AmpC inh det -3%.
`Cc1cccc(OCCOCCN2CCOCC2)c1C` gave AmpC inh det 6%.
Screening CCOc1cc2[nH]c(=S)n(CCCN3CCOCC3)c(=O)c2cc1OCC returned AmpC inh det -2%.
CCOc1ccccc1C1CC(=O)NC2=C1C(=O)CCC2 (configuration not stated) was read as AmpC inh det -2%.
COC(=O)CSc1nnc(CNC(=O)Cc2ccccc2)n1-c1ccccc1OC was read as AmpC inh det 10%.

6 compounds already listed, arranged by SMILES length, low to high:
Screening Cc1occc1C(=O)N1CCCc2ccccc21 returned AmpC inh det 9%.
CCOc1ccccc1C1CC(=O)NC2=C1C(=O)CCC2 (configuration not stated) was read as AmpC inh det -2%.
COc1ccc(CN/C(C)=C(/C#N)C(N)=O)cc1OC was read as AmpC inh det 10%.
For COc1cc(C(O)c2nc3ccccc3n2C)cc(OC)c1OC (configuration not stated) the results were AmpC inh det 5%.
Screening CCOc1cc2[nH]c(=S)n(CCCN3CCOCC3)c(=O)c2cc1OCC returned AmpC inh det -2%.
COC(=O)CSc1nnc(CNC(=O)Cc2ccccc2)n1-c1ccccc1OC was read as AmpC inh det 10%.

(next part)
For C[C@H](CCC(=O)O)[C@H]1CC[C@]2(C)[C@@H]3C(=O)C[C@H]4C(C)(C)[C@@H](O)CC[C@]4(C)[C@H]3C(=O)C[C@@]12C the results were AmpC inh det -2%[5.75 µM].
`CC1(C)Cc2c(c(=S)nc(-c3ccccc3)n2CCO)CO1` gave AmpC inh det -3%.
CCc1cccc(NC(=O)CCS(=O)(=O)c2cccc3nonc23)c1 was read as AmpC inh det 4%.
`CCOc1ccc(Cn2c(=O)oc3ccc(C)cc32)cc1OC` gave AmpC inh det -2%.
For c1ccc(Cn2ncc3c(NCc4ccco4)ncnc32)cc1 the results were AmpC inh det -4%.
Screening O=C(CN(Cc1ccccc1F)S(=O)(=O)c1ccc(Cl)cc1)NCCCO returned AmpC inh det 8%.
O=C(C1CCCN(Cc2ccncc2)C1)N1CCc2ccccc2C1 (configuration not stated) was read as AmpC inh det -6%.
O=C(O)CCCCCNC(=O)c1ccncc1 was read as AmpC inh det -3%.
`c1nc(NCCN2CCOCC2)c2sc3nc(N4CCOCC4)c4c(c3c2n1)CCC4` gave AmpC inh det -5%.
For COc1cc(/C=C/c2ccccc2)oc(=O)c1 the results were AmpC inh det 18%.
Cc1cc(NC(=O)CCC(=O)N(c2ccccc2)C(C(=O)NCC2CCCO2)c2cccnc2)no1 (configuration not stated) was read as AmpC inh det 14%.
Cc1ccc2c(c1)cc(CN(Cc1ccccc1)C(=O)N(C)C)c1nnnn12 was read as AmpC inh det 11%.
For CC[C@@]12CCCN3CCc4c(n(c5ccccc45)C(=O)C1)[C@H]32 the results were AmpC inh det -1%[5.75 µM].
NC(CC(=O)O)c1cccc(OCc2ccccc2)c1 (configuration not stated) was read as AmpC inh det -6%.
For CC(CC(=O)O)NCC1COc2ccccc2O1 (configuration not stated) the results were AmpC inh det 1%.
COc1ccc(N)c(OC)c1 was read as AmpC inh det 9%.
O=C(Cc1c(O)c2ccccc2[nH]c1=O)NC1CCCCCC1 was read as AmpC inh det -2%.
CN(c1ccccc1)S(=O)(=O)c1ccc(C(=O)Nc2nnc(-c3ccc(F)cc3)o2)cc1 was read as AmpC inh det -8%.
Screening CCOc1nonc1C(=N)/C(C(C)=O)=C(\C)O returned AmpC inh det 0%.
`CC1CCCCN1C(=O)c1cc(-c2ccc(Cl)c(Cl)c2)on1` (configuration not stated) gave AmpC inh det -2%.
`Cn1c(=O)c2c(nc(N3CCOCC3)n2CCCNC2=NCCC2)n(C)c1=O` gave AmpC inh det -8%.
COc1ccc(NC(C)=O)cc1NC(=O)CCn1c(=O)sc2ccccc21 was read as AmpC inh det -1%.
`Cc1ccc2nc(NC(=O)C3CCN(S(=O)(=O)c4cccc5nsnc45)CC3)sc2c1` gave AmpC inh det 7%.
`COCCn1c(C(C)C)nc2oc3ccccc3c(=O)c2c1=O` gave AmpC inh det -3%.
`N#Cc1nc(Cc2ccccc2)oc1NCCc1ccccc1` gave AmpC inh det -2%.
O=C(Nc1ccc2c(c1)OCCO2)C1CCN(c2nnnn2-c2ccccc2)CC1 was read as AmpC inh det -2%.
Screening O=C(Cn1cc(C(=S)N2CCOCC2)c2ccccc21)N1CCOCC1 returned AmpC inh det -4%.
COc1ccc(Oc2ncc3nc(CCc4ccccc4)c(=O)n(CCC#N)c3n2)cc1 was read as AmpC inh det 1%.
`COc1cccc(Cn2c(=O)c(-c3ccccc3)nc3cnc(OC)nc32)c1` gave AmpC inh det -2%.
Screening CC(=O)N(C)C1(c2nnnn2CCOC(=O)Nc2ccc(Cl)cc2)CCCCC1 returned AmpC inh det -4%.
For CCC(C(=O)Nc1ncccn1)(C(F)(F)F)C(F)(F)F the results were AmpC inh det 12%.
For O=c1[nH]c2cc3c(cc2cc1CN(Cc1ccccc1)Cc1nnnn1Cc1ccco1)OCCO3 the results were AmpC inh det -5%.
N#Cc1nc(COc2ccc(Cl)cc2)oc1N1CCCC1 was read as AmpC inh det -1%.
`C/C(=N\O)C(=O)NCc1ccncc1` gave AmpC inh det 29%.
For COc1ccccc1CN1C(=S)SC(C)(C)C1NO (configuration not stated) the results were AmpC inh det -2%.
For CCCn1c(SCC(=O)N2CCCCC2)nnc1-c1ccco1 the results were AmpC inh det -5%.
O=c1c2cnn(-c3ccccc3)c2nc(-c2ccco2)n1-c1ccccc1 was read as AmpC inh det 7%.
`C=COCCn1c(-c2nonc2N)nc2ccccc21` gave AmpC inh det 1%.
For c1ccc(-n2c(Cc3cn4ccsc4n3)nnc2N2CCOCC2)cc1 the results were AmpC inh det -3%.
`O=C(Oc1ccccc1C(=O)N1CCOCC1)c1ccc(Br)cc1` gave AmpC inh det -1%.

Already shown: entries from further up.
For c1ccc(-n2c(Cc3cn4ccsc4n3)nnc2N2CCOCC2)cc1 the results were AmpC inh det -3%.
`O=C(Oc1ccccc1C(=O)N1CCOCC1)c1ccc(Br)cc1` gave AmpC inh det -1%.

More entries
For COc1ccc(OC)c2[nH]c(=O)c(CCNC(=O)c3ccc(S(=O)(=O)N(C)C)cc3)cc12 the results were AmpC inh det -2%.
Screening CCSc1nnc(NC(=O)CSc2nc3c(c(=O)n2-c2ccccc2)SCC3)s1 returned AmpC inh det 0%.
CCCCc1ccc(C2C(C#N)=C(N)SC(N)=C2C#N)s1 was read as AmpC inh det -8%.
`Cc1ccc(N2CCN(C(=O)CNS(=O)(=O)c3ccc(Br)s3)CC2C)cc1` (configuration not stated) gave AmpC inh det 12%.
O=c1[nH]c(CN2CCN(Cc3ccc4c(c3)OCO4)CC2)nc2ccccc12 was read as AmpC inh det -6%.
For CCCCNC(=O)c1sc(=S)n2c1[nH]c(=O)c1ccccc12 the results were AmpC inh det 0%.
For CCc1cccc(C)c1NC(=O)c1cc(C)oc1C the results were AmpC inh det -4%.
`Cc1ccc(-c2cc(C(=O)Nc3cc(C)ccc3C)[nH]n2)c(O)c1` gave AmpC inh det -3%.
COC(=O)C1CC1C(NC(=O)[C@@H]1CCCN1)c1ccccc1 (some centres not stated) was read as AmpC inh det -2%.
For COc1cccc(C(=O)NC2=NCCS2)c1OC the results were AmpC inh det -2%.
For Cc1cc(NC(=O)c2cc3ccccc3o2)cc(C)c1OCC(=O)N1CCOCC1 the results were AmpC inh det -6%.
`O=S(=O)(NCCCCCNS(=O)(=O)c1ccccc1)c1ccccc1` gave AmpC inh det -1%.
`O=C(c1ccc(Cl)cc1Cl)C1(n2cncn2)Oc2ccccc2C1O` (configuration not stated) gave AmpC inh det -2%.
`COc1ccc(OC)c(S(=O)(=O)N(C)CC(=O)N2CCN(c3ccc(F)cc3)CC2)c1` gave AmpC inh det -5%.
For O=c1c2ccccc2nnn1CSc1nnc2sc3ccccc3n12 the results were AmpC inh det -11%.
Screening COC(=O)c1ccc(CSc2nc(-c3ccccc3)cs2)o1 returned AmpC inh det -5%.
Cc1ccccc1CS(=O)(=O)Cc1ccc(C(=O)NCc2ccccn2)o1 was read as AmpC inh det 5%.

Assay outcomes deposited in PubChem by National Center for Advancing Translational Sciences (NCATS).
